From PubChem
aGal spleen mod – alpha-galactosidase A (human) modulation; P06280; human spleen homogenate, 4MU-alpha-Gal fluorescence, 40 min; Potency, µM (series often up to 80 µM), without a hit: top-dose activity change, negative = inhibition, usual class: inhibitors; actives 0.008% (n = 240,000);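 further: potency means the concentration at half of the fitted maximal effect; 0% = enzyme with vehicle and -100% = no enzyme basal signal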
Target sequence (P06280 32-429 limits assumed): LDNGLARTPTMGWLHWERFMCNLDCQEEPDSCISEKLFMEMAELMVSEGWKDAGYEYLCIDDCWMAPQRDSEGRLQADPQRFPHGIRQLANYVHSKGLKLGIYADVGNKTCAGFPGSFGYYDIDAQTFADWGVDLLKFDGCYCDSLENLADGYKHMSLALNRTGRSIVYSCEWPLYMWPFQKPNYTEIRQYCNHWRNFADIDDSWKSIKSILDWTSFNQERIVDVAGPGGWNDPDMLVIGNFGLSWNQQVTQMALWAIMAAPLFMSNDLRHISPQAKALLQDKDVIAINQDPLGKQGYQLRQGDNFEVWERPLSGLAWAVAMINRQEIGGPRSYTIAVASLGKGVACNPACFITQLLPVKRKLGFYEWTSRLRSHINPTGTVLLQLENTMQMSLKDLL
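Fluorogenic readout (Ex 365/Em 440 nm) of 4-methylumbelliferone released from 1 mM 4-MU-alpha-galactoside by spleen homogenate, 40 min at 37C, pH 5.0. Data normalized to no-enzyme and enzyme controls; Hill-equation AC50 from compound titrations.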
NPSR antag – antagonists of human neuropeptide S receptor cAMP signaling | Q6W5P4 | CHO-NPSR cells, cAMP TR-FRET, antagonist mode | Potency, µM (highest dose often 38.3 µM), for the others: at the highest dose activity change, negative = inhibition, hits mostly inhibitors | actives 1% (n = 220,000); further: potency means the concentration at half of the fitted maximal effect; on the % scale 0 is the no-effect control and ±100 the full control effect; nearly all actives have a fitted effect of over 50% in size; many of its hits are not listed in these tables
Tau fluor counter – counter-screen for tau fibril formation inhibitors | tau K18 P301L Alexa594 fluorescence, heparin fibrillization | Potency, µM (series often up to 57.7 µM), inactives show at the highest dose activity change, negative = decrease | actives 0.93% (n = 280,000) | AID 1463; further: potency means the concentration at half of the fitted maximal effect; on the % scale 0 is the no-effect control and ±100 the full control effect; nearly all actives have a fitted effect of over 55% in size
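Human tau K18 P301L (15 uM unlabeled, 0.24 uM Alexa 594-labeled) in 100 mM sodium acetate pH 7 with 20 uM heparin, 6 hr at 37 C. ThT 30 uM added, 1 hr ambient; Alexa 594 FP and total fluorescence read at 555/632 nm.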
TRb SRC2 PPI – inhibitors of human thyroid hormone receptor beta-SRC2 interaction; Potency, µM (doses to about 106 µM), for inactives: at the top dose activity change, negative = inhibition, hits mostly inhibitors; actives 0.065% (n = 280,000); AID 1469; TRbeta-SRC2 peptide binding, fluorescence polarization; receptor liganded with 1 µM T3;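 further: potency means the concentration at half of the fitted maximal effect; plate controls were bound peptide for no effect and peptide without receptor for full effect; nearly all actives have a fitted effect of over 50% in size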
Target sequence (P10828 whole entry, looked up): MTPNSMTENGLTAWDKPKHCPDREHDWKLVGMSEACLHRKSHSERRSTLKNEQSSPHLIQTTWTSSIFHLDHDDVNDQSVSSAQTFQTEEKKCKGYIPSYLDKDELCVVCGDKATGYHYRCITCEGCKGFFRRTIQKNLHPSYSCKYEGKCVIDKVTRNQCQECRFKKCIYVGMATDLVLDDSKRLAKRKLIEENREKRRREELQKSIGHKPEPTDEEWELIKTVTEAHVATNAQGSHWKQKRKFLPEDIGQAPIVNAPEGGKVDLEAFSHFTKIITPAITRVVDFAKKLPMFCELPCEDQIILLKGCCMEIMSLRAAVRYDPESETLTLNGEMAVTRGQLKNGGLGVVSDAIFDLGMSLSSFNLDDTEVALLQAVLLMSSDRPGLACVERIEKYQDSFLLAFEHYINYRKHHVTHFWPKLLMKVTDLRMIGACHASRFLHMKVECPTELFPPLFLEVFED
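Decrease in fluorescence polarization of 20 nM Texas Red SRC2 coactivator peptide flagged inhibition of its binding to 0.6 uM TRb LBD; 1 uM T3 included, incubation 5 hr, ex 555/em 632 nm.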
TexasRed fluor – counter-screen for TRb-SRC2 inhibitors: fluorescence interference; TRb/SRC2 Texas Red total fluorescence interference; Potency, µM (top dose mostly 106 µM), for the others: at the top dose fluorescence change, negative = quenching; actives 0.29% (n = 280,000); active means well fitted curve in either direction with a large enough effect; inconclusive means small, poorly fitted or top-dose-only effect; further: potency means the concentration at half of the fitted maximal effect; on the % scale 0 is the no-effect control and ±100 the full control effect
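Flags fluorescent or light-absorbing compounds by total fluorescence, S + 2P, at 555 nm excitation and 632 nm emission. Mixture: 20 nM Texas Red SRC2 peptide, 0.6 uM human TRb LBD, 1 uM T3, 5% DMSO; compound exposure 5 h at ambient temperature.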
Tau fibril FP – blocks human tau fibril formation measured by polarization | P10636 | K18 P301L tau heparin fibrillization, Alexa594 FP, 6 h | Potency, µM (highest dose often 57.7 µM), without a hit: top-dose activity, negative = inhibition, actives largely listed as inhibitors | actives 0.39% (n = 280,000) | AID 1468; further: potency means the concentration at half of the fitted maximal effect; on the % scale 0 is the no-effect control and ±100 the full control effect; nearly all actives have a fitted effect of over 55% in size
Target sequence (P10636 561-689 P618L limits assumed): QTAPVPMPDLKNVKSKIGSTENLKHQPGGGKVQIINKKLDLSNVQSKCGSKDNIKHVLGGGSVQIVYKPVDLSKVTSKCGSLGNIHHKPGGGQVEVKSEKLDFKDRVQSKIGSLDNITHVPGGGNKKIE
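Compound effects on tau fibrillization are measured by Alexa 594 fluorescence polarization (ex 555, em 632 nm). K18 P301L tau is used at 15 uM with 0.24 uM labeled tracer, and 20 uM heparin induces aggregation over 6 hr at 37 C.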
Epigenetic reg – regulators of epigenetic silencing causing reporter derepression in mouse cells; murine LDR cells, GFP reporter derepression, 30 h; Potency, µM (highest dose often 53.9 µM), for inactives: at the top dose GFP activation, hits mostly activators; actives 0.2% (n = 280,000); AID 1865; further: potency means the concentration at half of the fitted maximal effect; % of control where 0% means no effect; nearly all actives have a fitted effect of over 60% in size
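In this reporter-derepression format, murine cells bearing a silenced integrated CMV-GFP locus incubate with test compound (30 h, 37 C), then are washed and imaged; fluorescent objects of 20–120 um count as induced cells.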
CBFb RUNX1 block – CBF-beta/RUNX1 interaction disruption; AlphaScreen CBFb-His/RUNX1-biotin binding, biochemical; Potency, µM (top dose mostly 59.8 µM), for the others: top-dose activity, negative = inhibition, most hits filed as inhibitors; AID 1477; 230,000 tested, under 10 active; further: % of control where 0% means no effect
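AlphaScreen binding: CBFb-His and RUNX1-biotin (30 nM each) preincubated 20 min, compound added for 15 min, then nickel and streptavidin beads for 90 min, all at room temperature. Disruption of the interaction by any mechanism counts as activity.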
The depositor's hits bear a star; ? = inconclusive; . = no result given; & = joins results of further samples; [ ] = dose if it differs, or a comment. Unless noted, the call rests on the fitted dose curve; in most records, active means well fitted curve in the direction sought with a large enough effect; inconclusive means small, poorly fitted or top-dose-only effect, or another doubt; inactive means no such curve, though single readings can be large; an effect the other way counts as inactive or inconclusive. This is a subset (hit frequency here may not be typical).

Under each structure – aGal spleen mod, NPSR antag, Tau fluor counter, TRb SRC2 PPI, TexasRed fluor, Tau fibril FP, Epigenetic reg, CBFb RUNX1 block
> CCC(C)NCCCOc1ccc(C)cc1OC (stereo unspecified)
    2%, 22%, -1%, 0%, 0%, -7%, -0.1%, 1%
> CCc1nnc(NC(=O)CSc2nnc(-c3ccccc3OC)n2-c2ccccc2)s1
    0%, -2%[46.1 µM], -5%, 5%, -6%, 2%, 0.0%, -7%
> CC(=O)Nc1c2c3c(cccc3n(C)c1=O)C(=O)c1ccccc1-2
    -1%, -15%[46.1 µM], -1%, -1%, -5%, -3%, 0.0%, -6%
> CC(=O)SCC[N+](C)(C)C
    4%&11%, 5%[46.1 µM], -3%&-2%, -1%&0%, -1%&1%, 7%&-8%, 0.0%&2.6%, 7%&7%
> C=CCNC(=O)N[C@@H](Cc1ccccc1)C(=O)OC
    8%, 12%[7.67 µM], -7%, -11%, 5%, -2%, 0.0%, -5%
> Cc1ccc(-n2ncc3c(Nc4cccc(C)c4)ncnc32)cc1
    ., ., -14%, -5%, -2%, -15%, -0.2%, .
> COc1ccccc1-n1c(C)nc2cc(C(=O)O)ccc21
    -5%, -6%[46.1 µM], -7%, -22%, 15%, -1%, 4.3%, 0%
> Nc1nnc(-c2ccc(Cl)c(Cl)c2)s1
    2%, 16%, -3%, 6%, -2%, -10%, -3.5%, 4%
> Cc1ccc(-n2ncc3c(NNC(=O)c4ccccc4C)ncnc32)cc1
    ., ., -15%, 2%, -2%, -4%, 4.1%, .
> CCOC(=O)c1ccc(-n2ccnc2)c(NC(=O)c2ccc(Cl)cc2)c1
    5%, 16%, -3%, 5%, -2%, 3%, 0.0%, -10%
> Cn1c(=O)n(CC(=O)NCc2cccnc2)c2ccccc21
    4%, 4%[46.1 µM], 4%, -14%, -1%, -6%, -0.8%, 14%
> CCC(Cc1ccccc1)NC(=O)CN1C(=O)COc2ccc(S(=O)(=O)N3CCCCCC3)cc21 (stereo unspecified)
    ., ., -12%, -20%, ?, -3%, -1.1%, .
> Cc1c(C)c2c(c(C)c1O)CCC(C)(CN1CCN(c3cc(N4CCCC4)nc(N4CCCC4)n3)CC1)O2 (stereo unspecified)
    19%, ?, ?, -1%, -8%, -7%, 3.7%, -6%
> O=C(Nc1cccc(Cl)c1Cl)c1cc(S(=O)(=O)N2CCC3(CC2)OCCO3)ccc1F
    ., ., ?, -5%, -2%, ?, -0.7%, .
> CCOc1ccc(C)cc1S(=O)(=O)n1ccnc1
    -1%, -17%[46.1 µM], -2%, 11%, 3%, -3%, 0.0%, 9%
> O=C(CSc1c2c(nc3ccccc13)CCC2)N1CCCC1
    -14%, 4%, -10%, 0%, -3%, -3%, 6.6%, -7%
> COc1ccc(CCNc2ncnc3[nH]ncc23)cc1OC
    1%, -5%[46.1 µM], -1%, 0%, 0%, 0%, 1.9%, 4%
> CCc1ccc2[nH]c(=O)c(CN(Cc3ccco3)S(=O)(=O)c3ccc4c(c3)OCCO4)cc2c1
    -4%, -19%[46.1 µM], -1%, 0%, -2%, -12%, -1.1%, 0%
> O=C(NC1CCCCC1)N1CCSC1=Nc1ccccc1
    -9%, -26%[46.1 µM], -16%, -9%, -2%, -6%, -1.0%, 9%
> CCOc1ccccc1NC(=O)C(=O)c1cc(C)n(-c2ccc(F)cc2)c1C
    ., ., 8%, 2%, 2%, -4%, 3.6%, .
> CCOc1ccc(C2C(C(=O)OC)=C(C)N=C3SCCC(=O)N32)cc1OCC (stereo unspecified)
    -3%, -9%[46.1 µM], -15%, 3%, 1%, -7%, -0.1%, 0%
> Cc1cc(C)c(O)c(-c2n[nH]c3c2C(c2cccc(O)c2)N(Cc2ccco2)C3=O)c1 (stereo unspecified)
    -6%, ?, ?, 9%, -3%, -1%, 9.4%, -28%
> O=C(NNS(=O)(=O)c1ccccc1)C1CCN(S(=O)(=O)c2ccccc2)CC1
    10%, -5%[46.1 µM], -3%, 1%, 0%, -4%, -1.2%, 3%
> O=C(O)C1C(c2ccccc2)C(C(=O)Oc2ccc(O)cc2)C1c1ccccc1 (stereo unspecified)
    -4%, -10%[46.1 µM], -9%, 3%, -1%, 0%, -1.0%, 0%
> CCCCN(Cc1ccco1)C(=O)c1cc2c(s1)-c1c(C)cccc1OC2
    ., ., -18%, -3%, -20%, 1%, 0.0%, .
> CCOc1ccc(S(=O)(=O)NCCc2csc3nc(-c4cccc(C)c4)nn23)cc1
    ., ., -24%, 9%, 0%, -12%, 1.6%, .
> Cc1[nH]n2c(=O)c3c(nc2c1-c1ccccc1)CCCC3
    6%, -3%[46.1 µM], 0%, -20%, -1%, 5%, 0.0%, -3%
> Cc1cccc(C)c1NC1=NC2(CCCCC2)N=C(N)N1
    -16%, -12%[46.1 µM], -8%, -9%, -1%, -10%, -0.9%, 2%
> COc1ccccc1NC(=O)c1ncn(-c2ccccc2)n1
    ., ., -14%, -6%, -3%, -8%, 1.7%, .
> CCOCCCN1CN(Cc2ccccc2)CNC1=S
    -7%, -2%[46.1 µM], -7%, 1%, -10%, -5%, -1.0%, -7%

Taken from above.
Cc1c(C)c2c(c(C)c1O)CCC(C)(CN1CCN(c3cc(N4CCCC4)nc(N4CCCC4)n3)CC1)O2 (stereo unspecified) in TexasRed fluor reads -8%
Nc1nnc(-c2ccc(Cl)c(Cl)c2)s1 in NPSR antag reads 16%

(more compounds)
Under each structure – aGal spleen mod, NPSR antag, Tau fluor counter, TRb SRC2 PPI, TexasRed fluor, Tau fibril FP, Epigenetic reg, CBFb RUNX1 block
> CCC(NC(=O)c1ccccc1NC(=O)c1ccco1)C(=O)NNC(=O)c1ccncc1 (stereo unspecified)
    1%, 19%, -12%, -1%, -2%, -2%, -0.7%, 4%
> CC(C)CCCC(C)NS(=O)(=O)Cc1ccccc1 (stereo unspecified)
    -18%, 20%[46.1 µM], -19%, -9%, -3%, -1%, -0.1%, 4%
> COc1ccccc1OC(C)C(=O)Nc1cccc(-c2nc3ccccc3o2)c1 (stereo unspecified)
    ., ., ?, 7%, 2%, -1%, ?, .
> Cc1cccc(-c2cc(C(=O)N3CCCc4ccccc43)c3ccccc3n2)c1
    6%, ?, 10%, -1%, -5%, 4%, -0.9%, -8%
> Cc1ccc(-n2ncc(C(=O)NCc3cccs3)c2C2CCN(C(=O)OC(C)(C)C)CC2)cc1C
    ., ., -18%, 2%, -1%, -3%, 0.0%, .
> O=C(N=Nc1c(O)[nH]c2ccc(Cl)cc12)c1cc(-c2cccs2)nc2ccccc12
    -7%, -3%, -17%, 5%, 0%, 11%, 17%, -14%
> CCN(c1cccc(C)c1)S(=O)(=O)c1ccc(OC)c([N+](=O)[O-])c1
    5%, ?, -29%, 7%[53 µM], -1%[53 µM], 2%, 4.5%, 2%
> CCOC(=O)c1c(C)n(C(=O)c2ccco2)c(=O)n1C(=O)c1ccco1
    5%, 6%[46.1 µM], -1%, 2%, -1%, 3%, -0.7%, 5%
> Cc1cc(C)cc(NC(=O)N2CCC(c3nc4ccccc4o3)CC2)c1
    -4%, -18%[46.1 µM], -4%, -5%, -3%, 3%, 0.0%, 0%
> COc1ccc(CCNC(=O)c2ccc3c(c2)sc2nc(-c4ccccc4)cn23)cc1OC
    ., ., -2%, -5%, -3%, -8%, 0.0%, .
> O=S(=O)(c1ccc(Cl)cc1)N1CCN(C2CCN(Cc3ccccc3)CC2)CC1
    1%, -5%[46.1 µM], -4%, 0%, 0%, 3%, -0.2%, 2%
> CC1=C(c2ccc(F)cc2)[N+](=O)C(C)(C)N1[O-]
    -1%, 20%, 3%, -2%, 1%, -14%[2.34 µM], 5.7%, 8%
> O=C(/C=C/c1ccco1)OCC1CCCN2CCCCC12 (stereo unspecified)
    5%, -14%, -1%, -5%, -1%, 2%, 1.8%, 6%
> CC1CN(c2nc3ccccn3c(=O)c2/C=C(\C#N)S(=O)(=O)c2ccccc2)CC(C)O1 (stereo unspecified)
    0%, -7%[46.1 µM], -25%, -4%, -3%, -7%, -1.1%, -4%
> CCCCNC(=S)Nc1ccc(OC)nc1
    -5%, 7%, -6%, 12%, -1%, 3%, 3.0%, 8%
> Cn1c(-c2sc3cc(C(F)(F)F)cnc3c2-c2cccs2)n[nH]c1=S
    2%, 44%, -15%, 0%, -4%, -3%, -0.7%, 2%
> CCCn1c(/N=C/c2ccc3c(c2)OCO3)nc2ccccc21
    2%, -19%[46.1 µM], -5%, 1%, -1%, -1%, 3.7%, -2%
> N#C/C(=C(/O)c1cccc(F)c1)c1nc2ccccc2s1
    -2%, -31%, -25%, -4%, 0%, 4%, -1.6%, -1%
> CCCN1C(=O)C(O)(C2CC(=O)CC(C)(C)O2)c2ccccc21 (stereo unspecified)
    -2%, -8%[46.1 µM], -3%, -7%, -2%, 2%, 3.4%, 4%
> O=C(Nc1nccs1)C1CC2CCC1C2 (stereo unspecified)
    2%, 8%[46.1 µM], -4%, -26%, -2%, 2%, 2.3%, -3%
> CCOC(=O)C1CCN(C(=O)c2ccc3c(c2)sc2nc(-c4ccc(OC)cc4)cn23)CC1
    ., ., 1%, -22%, 316µM*[quencher], -1%, -1.1%, .
> COc1ccccc1CN1CCNC(=O)C1CC(=O)NCCC1=CCCCC1 (stereo unspecified)
    -5%, -5%, -7%, -3%, -1%, 2%, 0.1%, -11%
> COc1cccc(-n2c(=O)c3sc4ccccc4c3n(CC(=O)NC3CCCCC3)c2=O)c1
    ., ., 0%, -7%, 0%, -13%, -1.7%, .
> CSc1ccc(/C=C(\C#N)C(=O)NC2CCCCC2C)cc1 (stereo unspecified)
    14%, -26%, 1%, -5%, 4%, 3%, 1.1%, -1%
> CCN1CCN(c2ncc(C(=O)Nc3c(F)cc(F)cc3Br)c3ccccc23)CC1
    9%, 9%[46.1 µM], 5%, 0%, 1%, -4%, -0.8%, -4%
> CC(C)CCN1CCN(Cc2cccc(C(F)(F)F)c2)CC1CCO (stereo unspecified)
    0%, 6%, 8%, 6%, 0%, 2%, -1.1%, -3%
> Nc1c(C(=O)Nc2ccc(F)cc2)sc(=S)n1-c1ccccc1F
    -4%, -22%, -9%, 4%, -2%, -14%, 11%, 0%
> Cc1noc(-c2ccc(-c3noc(-c4ccccc4)n3)cc2)n1
    ., ., -8%, -1%, -3%, -2%, 0.0%, .
